Screens: PubChem, several laboratories
NCOA1 inh: SRC1 coactivator transcriptional activity inhibitors, primary screen, cell-based, luminescence; Nuclear receptor coactivator 1 (Homo sapiens), Q15788; HEK293 GAL4-SRC1 luciferase reporter; inhibition, % at 3.6 µM; 360,000 tested, 0.12% active; AID 588354, 2011;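 active = inhibition above the campaign mean plus 3 SD, with each screening campaign given its own cutoff, cut at about 60% in these data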;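 note: 0% = DMSO treated cells and 100% = gossypol at 36 µM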
TRAIL sens C8: viability loss with TRAIL in NB7+C8 cells, primary screen, TRAIL sensitizer project, cell-based, ATPlite luminescence | inhibition (viability loss, TRAIL sensitization), % at 10 µM | 360,000 tested, 1% active;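 active = compounds causing at least 50% loss of cell viability in the single-dose screen, relative to plate controls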
NCOA2 inhibitor: inhibition of GAL4-SRC2 driven luciferase reporter, primary screen, SRC2 inhibitor project, cell-based, luminescence | 370,000 tested, 0.17% active | Nuclear receptor coactivator 2 (Homo sapiens), Q15596 | HEK293 GAL4-SRC2 luciferase reporter | inhibition, % at 9 µM;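 active = inhibition above the mean inhibition of all tested compounds plus 3 SD, set per campaign, cut at about 52% in these data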;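 note: 0% = DMSO treated cells and 100% = cells given Gossypol at 36 µM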
TROY NFkB inh: inhibitors of TROY-driven NF-kB signaling, primary screen, Q293 LMP1-TROYcd cells, NF-kB luciferase, uHTS; inhibition, % at 10 µM; AID 1347056, 2019; 360,000 tested, 0.98% active; Q293 LMP1-TROYcd NF-kB luciferase reporter, 4 h;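 active = compounds whose plate-normalised and pattern-corrected inhibition of the luciferase reporter signal at the single screening dose is 50% or more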
LRH-1 inv ag: LRH-1 (NR5A2) inverse agonists, primary screen, cell-based, luminescence, HEK293T, StAR-luciferase reporter. Nuclear receptor subfamily 5 group A member 2 (Homo sapiens), O00482. LRH-1 transfected, 24 h. inhibition, % at 3.6 µM. 360,000 tested, 0.13% active;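 active = inhibition above the mean inhibition of all tested compounds plus 3 SD, cut at about 73% in these data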;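 note: 0% = DMSO wells and 100% = reporter-only cells lacking LRH-1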
Target sequence (O00482 whole entry, looked up): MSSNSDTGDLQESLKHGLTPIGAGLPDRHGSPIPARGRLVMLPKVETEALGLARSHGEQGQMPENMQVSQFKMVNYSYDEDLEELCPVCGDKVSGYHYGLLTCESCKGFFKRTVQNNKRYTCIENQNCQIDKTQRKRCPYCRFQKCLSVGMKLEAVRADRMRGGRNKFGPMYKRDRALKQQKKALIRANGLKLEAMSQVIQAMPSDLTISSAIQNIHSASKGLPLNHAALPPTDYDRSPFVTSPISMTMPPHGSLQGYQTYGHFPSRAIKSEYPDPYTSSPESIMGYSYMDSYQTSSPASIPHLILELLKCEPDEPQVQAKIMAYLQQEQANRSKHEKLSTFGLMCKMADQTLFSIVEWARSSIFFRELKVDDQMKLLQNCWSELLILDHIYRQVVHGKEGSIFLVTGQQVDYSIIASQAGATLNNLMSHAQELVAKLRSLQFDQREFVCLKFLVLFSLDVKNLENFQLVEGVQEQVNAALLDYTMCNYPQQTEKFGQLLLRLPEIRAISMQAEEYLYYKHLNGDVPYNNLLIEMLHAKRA
CF NFkB inh: inhibitors of PAF-induced NF-kB signaling, primary screen, cell-based, GFP fluorescence, uHTS. KKLEB NF-kB-GFP reporter, GFP fluorescence overnight. inhibition, % at 5 µM. 360,000 tested, 0.86% active;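 active = at least 50% inhibition at 5 µM, scaled per plate between neutral and stimulator controls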;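 note: PAF is a Pseudomonas aeruginosa culture filtrate used as stimulus; plate controls were PAF-stimulated DMSO wells for no effect and unstimulated DMSO wells for full effect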
EBV LMP1 NFkB: EBV LMP1-driven NF-kappaB luciferase reporter inhibitors, primary screen, cell-based, luminescence, single point | LMP1-induced NF-kappaB luciferase reporter cells | inhibition, % at 12.5 µM | 350,000 tested, 0.69% active; in the data active = inhibition above about 41%;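 note: 0% = neutral control wells and 100% = reference inhibitor control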
TWEAK Fn14 block: inhibitors of TWEAK-Fn14 signaling, primary screen, luciferase reporter cells, uHTS; 360,000 tested, 2% active; TWEAK-stimulated Fn14 reporter cells, luciferase luminescence, 8 h; AID 1159606, 2016; inhibition, % at 10 µM; in the data active = inhibition above about 50%
NR2F2 inh: NR2F2 transcriptional activity inhibitors, primary screen, cell-based, luciferase reporter, HEK293T, luminescence; HEK293T NGFI-A luciferase reporter; inhibition, % at 8.6 µM; 370,000 tested, 0.7% active; AID 686940, 2013;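 active = inhibition above a per-plate cutoff, mean inhibition of test wells between control levels plus 3 SD, cut at about 38% in these data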;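 note: cells cotransfected with COUP-TFII expression vector driving the NGFI-A reporter; 0% = median of COUP-TF2 test wells and 100% = reporter-only cells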
Target sequence (P24468 whole entry, looked up): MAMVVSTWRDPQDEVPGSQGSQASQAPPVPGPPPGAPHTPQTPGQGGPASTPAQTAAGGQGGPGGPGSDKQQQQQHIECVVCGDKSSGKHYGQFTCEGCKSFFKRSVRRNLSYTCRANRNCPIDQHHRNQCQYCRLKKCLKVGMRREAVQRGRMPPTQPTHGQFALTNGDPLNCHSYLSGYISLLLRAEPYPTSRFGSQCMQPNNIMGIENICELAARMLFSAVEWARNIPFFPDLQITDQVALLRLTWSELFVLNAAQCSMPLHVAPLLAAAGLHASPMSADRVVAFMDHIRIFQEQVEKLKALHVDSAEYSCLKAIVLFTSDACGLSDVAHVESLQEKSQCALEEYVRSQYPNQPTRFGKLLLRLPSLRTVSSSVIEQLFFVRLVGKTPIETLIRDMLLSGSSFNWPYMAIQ
SRC3 inh: SRC3 coactivator transcriptional activity inhibitors, primary screen, cell-based, luminescence; Nuclear receptor coactivator 3 (Homo sapiens), Q9Y6Q9; HEK293 GAL4-SRC3 luciferase reporter; inhibition, % at 3.6 µM; 360,000 tested, 0.17% active; AID 588352, 2011;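 active = inhibition above a per-campaign cutoff, the mean of all compounds plus 3 SD, cut at about 60% in these data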;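 note: 0% = DMSO-treated cells and 100% = gossypol-treated cells at 36 µM; higher means less SRC3-driven luciferase light from the GAL4 reporter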
KKLEB cytotox: cytotoxicity in KKLEB CF airway cells, primary screen, cytotoxicity control for CF NF-kB inhibitor project, cell-based, uHTS, fluorescence assay plates; AID 602141, 2011; KKLEB CF airway cells viability, ATPlite luminescence, overnight; active compounds read low; cells stimulated with P. aeruginosa culture filtrate; activity change (cytotoxicity), % at 5 µM; 360,000 tested, 0.36% active;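 active = corrected activity change at or below -50% at 5 µM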
An asterisk follows results filed as active; nt = no result given. Hits appear at their usual frequency. Share with any hit: about 4.2%.

SMILES | NCOA1 inh | TRAIL sens C8 | NCOA2 inhibitor | TROY NFkB inh | LRH-1 inv ag | CF NFkB inh | EBV LMP1 NFkB | TWEAK Fn14 block | NR2F2 inh | SRC3 inh | KKLEB cytotox
COC(=O)COc1ccc(C(C2C(=O)CC(C)(C)CC2=O)C2C(=O)CC(C)(C)CC2=O)cc1 | 8 | -12 | -8 | 8 | 6 | 0 | nt | 17 | -15 | 4 | -10
C/C(=N\NC(=O)c1ccccc1-n1cccc1)c1ccccn1 | 10 | 9 | 7 | -11 | 0 | -18 | 8 | -93 | 0 | 3 | -3
Cc1cccc(-c2nnc(-c3cccc(NC(=O)Cc4cccs4)c3)o2)c1 | -41 | -2 | -76 | -32 | -35 | -37 | -2 | -12 | 6 | -58 | 20
Oc1ccc(Br)cc1CNc1cnc2ccccc2c1 | -26 | 11 | 5 | 12 | -8 | -5 | 7 | -8 | 2 | -10 | 0
COc1ccc(C(=O)OCC(=O)N2C(C)CCCC2C)cc1S(=O)(=O)N1CCOCC1 (stereo not drawn) | -2 | -9 | -26 | -9 | 0 | -17 | -1 | -5 | 0 | -6 | 12
Cc1ccc2nsnc2c1S(=O)(=O)NCCc1c(C)[nH]c2ccc(F)cc12 | 10 | -7 | 5 | 20 | 5 | 8 | -2 | -6 | -15 | 9 | 3
CC(=O)n1cc(C2C(=O)CCCC2=O)c2ccccc21 | 6 | -10 | 18 | 10 | 22 | -8 | -15 | 12 | -17 | 4 | 6
Cc1ccn2cc(CCNS(=O)(=O)c3ccc4c(c3)OCCO4)nc2c1 | -3 | -4 | 5 | 5 | -4 | -2 | 8 | -14 | 0 | 2 | -11
Cc1cc(C)c(S(=O)(=O)N2CCC(C(=O)OCc3c(C)noc3C)CC2)c(C)c1 | -8 | -2 | 3 | 8 | -8 | 18 | 1 | -5 | -21 | 5 | -15
CCC(=O)Nc1c(C(=O)Nc2ccc3c(c2)OCCO3)oc2ccccc12 | -127 | 30 | -82 | -9 | -139 | 4 | -30 | 6 | -58 | -70 | 1
CCCCNC(=S)Nc1ccc(SC(F)F)cc1 | -31 | 17 | -2 | -27 | -13 | 2 | 2 | -16 | -20 | -25 | 1
COC(=O)C[C@H]1C[C@@H]2c3cc(NC(=O)CN(C)C)ccc3O[C@@H]2[C@H](CO)O1 | -4 | -12 | -10 | -1 | -25 | 12 | 4 | 4 | -10 | -11 | 9
COc1cc(OC)c(OC)cc1/C=C1\Oc2cc(OS(C)(=O)=O)ccc2C1=O | 22 | 8 | -64 | 12 | 16 | -26 | -1 | -23 | 11 | 8 | 4
O=[N+]([O-])c1ccc(Cl)c(-c2ccc(/C=N/c3c(-c4ccco4)nc4ccccn34)o2)c1 | 5 | -1 | 8 | -3 | -15 | -22 | 5 | -11 | -2 | -5 | 2
CN1CCN(C(=S)NC(=O)c2ccc(-c3ccccc3)cc2)CC1 | -8 | -4 | 13 | -31 | -8 | -2 | -4 | -6 | 12 | -6 | 3
O=C(Nc1ccc(Br)cc1)c1ccc2c(c1)OCO2 | -203 | 16 | -62 | -31 | -112 | -8 | -32 | 10 | -23 | -94 | 1
COc1ccc(CCNC(=O)Cn2nnc(-c3ccc(N4CCOCC4)cc3)n2)cc1OC | -29 | 14 | -38 | -61 | -5 | 3 | -1 | -15 | -11 | -52 | 7
Cn1ncc(Cl)c1C(=O)Nc1nnc(C2CC2)s1 | 7 | -21 | -14 | 11 | 1 | 9 | 8 | 4 | -13 | 4 | -11
Cc1ccc(S(=O)(=O)Nc2cccc3ncccc23)s1 | -132 | 27 | nt | 85* | 25 | 83* | 17 | 108* | nt | -47 | 5
CCOC(=O)C1(C)CCN1C(=O)c1ccc(Cl)nc1 (stereo not drawn) | -4 | -5 | 6 | -8 | 6 | -21 | nt | -4 | -8 | -18 | 3
Cc1ccc(/C=N/NC(=O)c2ccc3nc[nH]c3c2)s1 | -14 | 7 | 2 | -4 | -26 | 10 | -24 | 15 | 4 | -10 | -2
O=C(COc1ccc2ccccc2c1)NCC(=O)N/N=C/c1ccco1 | -13 | 7 | -11 | 14 | 10 | -4 | -3 | -3 | 1 | 16 | 8
Cc1cc(Cl)ccc1OCC(=O)N/N=C1\CC2C=CCC12 (stereo not drawn) | 13 | -16 | 21 | -12 | 14 | 5 | 1 | 3 | 1 | 0 | -2
CCCCCCC1CC(CSC(=N)N)OC1=O (stereo not drawn) | -3 | 4 | 7 | 9 | 1 | 2 | -15 | 1 | 10 | 9 | 10
O=C(NNS(=O)(=O)c1ccc(CCCl)cc1)C(O)(c1ccccc1)c1ccccc1 | -11 | -9 | -4 | -11 | -16 | -2 | 1 | 15 | 14 | -25 | 6

Remaining list, next part:
SMILES | NCOA1 inh | TRAIL sens C8 | NCOA2 inhibitor | TROY NFkB inh | LRH-1 inv ag | CF NFkB inh | EBV LMP1 NFkB | TWEAK Fn14 block | NR2F2 inh | SRC3 inh | KKLEB cytotox
C=C1c2ccccc2NC(=O)N1c1ccc(OC)cc1 | -11 | -1 | -15 | -45 | -21 | 5 | -12 | -3 | 7 | -2 | -8
CCCCNC(=O)c1nc2ncc(Br)cn2n1 | -14 | 14 | -29 | 2 | -4 | 13 | -6 | -8 | -12 | -3 | 6
CCn1nnc(-c2ccccc2NC(=O)c2cc(OC)c(OC)c(OC)c2)n1 | 3 | 3 | 5 | -20 | 7 | 6 | 6 | -6 | -3 | 14 | -7
COc1ccccc1N1CCN(C(=O)Cn2ncc3c([nH]c4ccccc43)c2=O)CC1 | -104 | 14 | 7 | 6 | -11 | 2 | -9 | 9 | -8 | -1 | -3
CN(C(=O)c1cccc(NC(=O)Cc2ccc(NC(=O)C3CCCN(C(=O)C4CCC4)C3)cc2)c1)C1CCC1 (stereo not drawn) | -9 | 15 | -2 | 6 | 3 | 8 | 7 | 19 | 2 | 9 | 1
N#Cc1ccsc1NC(=O)COc1ccc(-c2nnco2)cc1 | -53 | -1 | -64 | -37 | -48 | -8 | -22 | -17 | -36 | -55 | 5
CCC(C)(C(=O)NC1CCCC1)N(CC1CCCO1)C(=O)c1ccc2c(c1)OCO2 (stereo not drawn) | 0 | 5 | -32 | -2 | -9 | 6 | 6 | -10 | 0 | 2 | -8
O=C(O)Cc1ccc(Nc2cnn(C34CC5CC(CC(CC(=O)O)(C5)C3)C4)c(=O)c2Cl)cc1 | -4 | -5 | 6 | 11 | 3 | -6 | -12 | 12 | -11 | 18 | 0
CSc1ccccc1NC(=O)CN1CC(C)OC(C)C1 (stereo not drawn) | -1 | 2 | -2 | -5 | 12 | 6 | 3 | 3 | 4 | 7 | 0
COc1ccc(N2CCN(c3cncc(C)n3)CC2)cc1 | 9 | -6 | 13 | -17 | -21 | 6 | nt | 10 | -7 | -16 | 2
O=C(NC1CCCc2ccccc21)C1CCN(c2nnc(-n3cccc3)s2)CC1 (stereo not drawn) | -1 | 7 | -15 | 9 | -14 | 16 | 2 | 16 | 17 | -19 | -9
O=S(=O)(c1ccc(N2CCCC2)nc1)N1CCCC1 | 1 | 0 | -19 | -6 | -7 | 16 | -3 | 9 | -4 | 6 | -1
COc1ccc2c(c1)CC/C(=C\c1ccc(C)o1)C2=O | -116 | 28 | -40 | 20 | -78 | -31 | -37 | -29 | -34 | -65 | -13
COCCNC(=O)CSc1nc2ccccc2c(=O)n1CCC(=O)NCCc1ccc(OC)c(OC)c1 | 2 | -15 | 24 | 11 | 3 | 0 | 3 | -5 | 4 | 17 | 10
CCCCCCSc1cc(C)nc2ncnn12 | -11 | 8 | 12 | 3 | -14 | -40 | 14 | 7 | 6 | 15 | 6
Cc1ccc(C(=O)N/C(=C/c2ccc(-c3cccc([N+](=O)[O-])c3)o2)C(=O)NC(C)C)cc1 | 13 | -5 | -18 | 14 | 21 | 1 | 1 | 1 | 11 | 6 | -4
COCOc1cccc(CN2CCC2(C)C(=O)Nc2ccc(C)c(O)c2)c1 (stereo not drawn) | -72 | 17 | -16 | 1 | -6 | -31 | nt | -93 | -13 | -93 | -4
CCc1nnc(NC(=O)C2CC(=O)N(CCc3ccc(F)cc3)C2)s1 (stereo not drawn) | 12 | -4 | 4 | -11 | -5 | 4 | 0 | -3 | -1 | -6 | -5
COc1ccc(CCNC(=O)c2noc(C(C)C)c2[N+](=O)[O-])cc1OC | 16 | 16 | -1 | 6 | -16 | -8 | 0 | -19 | -8 | 3 | 12
Cc1ccccc1Cn1nnc2c1C(=O)c1ccccc1C2=O | -3 | 52* | -25 | 50* | 5 | 39 | -7 | 9 | -8 | -22 | 0
CC(C)(C)NC(=O)C1CCC(CNc2c(N3CCCCC3)c(=O)c2=O)CC1 (stereo not drawn) | 1 | 13 | 11 | -21 | -2 | 13 | -13 | -6 | 8 | 8 | -4
Cc1ccc(N2C(=O)C(F)(F)C2c2ccccc2)cc1 (stereo not drawn) | 5 | 3 | 6 | 0 | -9 | 7 | -7 | -4 | 9 | 6 | 0
CC(C)Oc1ccc(C(=O)NC2(C(F)(F)F)NC(=O)N(CCCc3ccccc3)C2=O)cc1 (stereo not drawn) | -25 | -8 | -16 | 12 | 11 | -10 | -9 | 19 | 20 | 17 | -5
Cc1cccc(OCC(=O)Nc2ccc(NC(=O)c3ccco3)c(C)c2)c1 | -19 | -5 | -4 | -15 | -9 | 7 | 1 | 18 | -17 | 7 | 15
O=C(O)c1nccnc1C(=O)Nc1ccccc1N1CCOCC1 | 11 | -7 | 2 | -8 | 6 | -5 | 2 | 26 | -9 | -3 | 17
O=S(=O)(NCc1csc(-c2cccnc2)n1)c1ccc(Cl)s1 | -6 | -10 | -2 | 3 | -16 | 10 | -7 | 3 | -1 | 21 | 14
Cc1ccccc1C(=O)NC1CCN(CC(=O)Nc2c(C)cccc2C)CC1 | 6 | -2 | -31 | 8 | 15 | 2 | -6 | 6 | 24 | -8 | -7
COCCCN1C(=O)C(=O)/C(=C(/O)c2ccc(OCC(C)C)cc2)C1c1cccnc1 (stereo not drawn) | -17 | -13 | -30 | 19 | -17 | 1 | -6 | -9 | -7 | 8 | 1

Three compounds from above, showing only TWEAK Fn14 block:
SMILES | TWEAK Fn14 block
CSc1ccccc1NC(=O)CN1CC(C)OC(C)C1 (stereo not drawn) | 3
COc1ccc(N2CCN(c3cncc(C)n3)CC2)cc1 | 10
O=C(NC1CCCc2ccccc21)C1CCN(c2nnc(-n3cccc3)s2)CC1 (stereo not drawn) | 16
